AGP1-GFP MLPCN – modulators of TOR pathway AGP1-GFP in S. cerevisiae. actives 0.02% (n = 320,000). S. cerevisiae AGP1-GFP multiplex flow cytometry, 3 h; GFP as percent of DMSO wells. GFP response vs DMSO, % at 10 µM;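 active means GFP response relative to DMSO above a set limit, near screen average plus 3 SD, cut at about 150% in these data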;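 further: median GFP channel fluorescence of the gated AGP1 strain per well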
CIT2-GFP yeast – modulators of TOR pathway CIT2-GFP in S. cerevisiae; S. cerevisiae CIT2-GFP strain, flow cytometry, 3 h; 100 means same as DMSO wells; actives 0.065% (n = 320,000); GFP response vs DMSO, % at 10 µM;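 active means GFP response relative to DMSO above a set limit, near the screen mean plus 3 SD, cut at about 150% in these data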;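 further: ratio of well median GFP fluorescence to mean of DMSO wells on the plate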
LAP4 TOR yeast – alters LAP4-GFP fluorescence in TOR pathway yeast screen; S. cerevisiae LAP4-GFP multiplex, flow cytometry GFP, 3 h; median GFP as percent of DMSO wells; GFP response vs DMSO, % at 10 µM; actives 0.34% (n = 320,000);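 active means GFP response vs DMSO above a set limit, about the screen mean plus 3 SD, cut at about 150% in these data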
RPL19A TOR yeast – yeast TOR pathway RPL19A-GFP modulation; S. cerevisiae RPL19A-GFP strain, flow cytometry, 3 h; hits give low values; percent response vs DMSO, % at 10 µM; actives 0.3% (n = 330,000);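 active means percent response vs DMSO below 50%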;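 further: median channel GFP fluorescence of the barcoded RPL19A-GFP strain; ratio of sample median GFP to plate DMSO average so 100% = DMSO; lower means less RPL19A-GFP as with rapamycin TOR inhibition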
AHR act – human AHR activation. P35869. AHR-responsive luciferase reporter cells, luminescence. activation, % at 5 µM. actives 2.5% (n = 320,000). AID 2796; in the data active means activation above about 47%;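 further: 0% = vehicle wells and 100% = reference agonist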
Target sequence (P35869 whole entry, looked up): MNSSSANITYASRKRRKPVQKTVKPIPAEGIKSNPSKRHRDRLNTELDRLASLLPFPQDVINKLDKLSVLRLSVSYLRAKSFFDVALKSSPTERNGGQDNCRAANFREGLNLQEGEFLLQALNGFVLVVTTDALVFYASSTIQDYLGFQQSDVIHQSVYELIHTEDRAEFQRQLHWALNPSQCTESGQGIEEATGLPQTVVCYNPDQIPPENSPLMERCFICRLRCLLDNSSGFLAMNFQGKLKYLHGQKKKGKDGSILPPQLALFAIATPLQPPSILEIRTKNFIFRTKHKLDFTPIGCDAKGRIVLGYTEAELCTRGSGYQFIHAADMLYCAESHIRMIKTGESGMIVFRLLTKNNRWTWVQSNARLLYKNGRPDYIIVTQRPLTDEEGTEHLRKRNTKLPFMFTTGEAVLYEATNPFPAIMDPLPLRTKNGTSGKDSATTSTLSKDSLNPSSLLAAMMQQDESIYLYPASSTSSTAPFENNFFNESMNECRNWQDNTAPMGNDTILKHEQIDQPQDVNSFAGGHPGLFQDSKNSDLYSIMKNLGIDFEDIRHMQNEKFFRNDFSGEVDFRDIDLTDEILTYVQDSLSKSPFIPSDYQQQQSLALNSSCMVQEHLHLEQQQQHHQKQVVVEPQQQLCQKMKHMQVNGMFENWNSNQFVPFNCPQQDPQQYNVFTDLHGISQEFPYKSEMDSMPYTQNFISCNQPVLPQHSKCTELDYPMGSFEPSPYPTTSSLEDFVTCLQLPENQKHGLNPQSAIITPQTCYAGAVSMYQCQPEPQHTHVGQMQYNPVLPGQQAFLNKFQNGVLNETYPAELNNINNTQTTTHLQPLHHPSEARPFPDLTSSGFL
Efflux pump mplx – blocks antifungal efflux pumps in multiplex yeast assay; inhibition, % at 10 µM; actives 0.44% (n = 330,000); S. cerevisiae Candida pump triplex, Nile Red efflux; AID 485275;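 active means plate passing quality check with inhibition over a set limit, or well fluorescence over plate mean plus 4 SD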;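 further: Nile Red retained in pooled yeast measured as flow cytometry median fluorescence; 0% = buffer negative control and 100% = Enniatin B positive control; higher means more Nile Red kept so more efflux inhibition; some compounds called inactive have numbers as strong as hits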
MEP2 TOR yeast – alters MEP2-GFP fluorescence in TOR pathway yeast screen; S. cerevisiae MEP2-GFP strain, flow cytometry GFP, 3 h; 100% = DMSO control level; GFP response vs DMSO, % at 10 µM; actives 0.51% (n = 330,000); AID 2016;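 active means GFP response versus DMSO above a set limit, roughly screen mean plus 3 SD, cut at about 180% in these data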;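 further: median GFP fluorescence of the barcode-gated MEP2-GFP cells per well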
CR mimetic SO – yeast age-related superoxide inhibition as caloric restriction mimetic | AID 2690 | actives 0.18% (n = 330,000) | S. cerevisiae aged cells, superoxide DHE fluorescence; hits give low values | superoxide response (% of plate mean), % at 10 µM;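 active means superoxide response under a set limit, about three screen SD below normal, cut at about 65% in these data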;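 further: yeast aged for seven days with compound at 30 °C before DHE staining; 100% = average MFI of all compound-treated wells on the plate with controls excluded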
An asterisk follows results filed as active; x = not tested or not shown.

Values run as follows: Efflux pump mplx	RPL19A TOR yeast	LAP4 TOR yeast	MEP2 TOR yeast	CIT2-GFP yeast	CR mimetic SO	AGP1-GFP MLPCN	AHR act
Cc1ccc(S(=O)(=O)N(C)CC(=O)N/N=C/c2ccc(C)o2)cc1
    -0.1	101.1	99.9	95.9	113.8	105.4	105.2	0.4
CN(C)c1nc2c(N)ncnc2n1[C@H]1O[C@@H](CO)[C@H](O)[C@@H]1O
    -0.1	105.2	93.0	111.8	96.2	102.0	100.0	x
COc1ccc2[nH]c(=O)c(CNc3ccc(C)cc3C)cc2c1
    -0.1	99.1	105.0	96.0	101.3	88.3	106.6	8.4
CCOC(=O)c1sc(NN=C(C(=O)OC)C(=O)OC)c(C(=O)OCC)c1C
    0.2	101.0	102.1	99.2	102.8	117.4	104.0	3.6
COc1ccc(CCNC(=O)c2cc3cc(F)ccc3nc2C)cc1OC
    -0.1	105.2	96.0	99.3	93.5	92.8	92.3	11.2
COc1ccc(NS(=O)(=O)c2ccc3c(c2)CCN3C(=O)CCC(=O)O)cc1OC
    0.0	101.0	104.2	101.4	104.5	97.3	103.2	0.3
COc1cc(NC(=O)CCn2c(=O)[nH]c3ccsc3c2=O)cc(OC)c1
    -0.1	93.9	90.8	97.0	95.4	92.4	93.9	0.2
CCn1c(SCC(=O)NCCc2ccc(Cl)cc2)nnc1-c1cccs1
    -0.1	101.9	104.2	101.5	94.8	95.4	100.5	0.3
O=C(NCCCN1CCOCC1)c1ccccc1NS(=O)(=O)c1cc([N+](=O)[O-])ccc1Cl
    -0.1	99.8	101.3	102.2	100.2	121.8	96.0	1.4
CN(Cc1ccccc1)C(=O)c1cc2ccccc2o1
    0.2	96.7	104.5	100.7	85.8	106.4	89.1	3.2
O=c1[nH]c(=O)n(-c2ccccc2)c2c1C(C(F)(F)F)(C(F)(F)F)N=C(CCC1CCCCC1)N2
    -0.4	95.2	91.7	104.0	97.1	95.3	92.4	-3.4
COc1ccccc1C(=O)Nc1ccc(C(=O)Nc2ccccc2C(=O)O)cc1
    -0.1	111.4	95.7	108.5	109.1	114.6	95.3	-1.1
N=C1/C(=C\c2ccc(SCc3ccco3)o2)C(=O)N=C2SC=NN12
    0.1	101.7	101.9	103.9	101.2	108.5	100.5	4.2
O=C(O)c1cc(S(=O)(=O)NC23CC4CC(CC(C4)C2)C3)ccc1Cl
    -0.1	100.8	99.8	105.1	101.1	79.6	103.0	1.2
O=C(CN1C(=O)NC(CCc2ccccc2)C1=O)Nc1ccccc1C(F)(F)F (configuration not stated)
    0.0	95.8	101.2	98.5	98.0	78.1	105.5	-1.0
Cc1ccc(NC(=O)CSc2nnc(CNC(=O)c3ccco3)o2)cc1
    0.0	102.3	94.1	103.4	102.5	109.6	102.0	17.6
CCN(CC)C(=O)Cn1cc(C(=O)C(=O)N2CCN(C)CC2)c2ccccc21
    0.4	99.0	92.8	99.2	103.0	97.0	97.3	5.9
CCOC(=O)c1ccccc1NC(=O)C1COc2ccccc2O1 (configuration not stated)
    -0.1	96.9	102.3	105.6	101.2	91.6	100.9	6.0
COCc1ccc(C(=O)N2CCCC(Nc3ccc(F)c(F)c3)C2)s1 (configuration not stated)
    0.3	96.2	108.7	105.5	94.0	96.6	100.0	1.6
Clc1ccc(OCc2nn3c(-c4ccccc4)nnc3s2)c(Cl)c1
    -0.1	86.8	92.8	90.2	92.5	89.7	89.2	0.1
CCOc1cc(N2CCOCC2)c(OCC)cc1NS(=O)(=O)c1cc(NC(C)=O)ccc1OC
    0.0	97.2	94.2	106.3	100.4	92.5	99.7	-1.5
COC1(c2cc(-c3ccccc3)nc(N)n2)CCCCC1
    -0.1	90.2	85.2	98.7	91.5	100.5	88.2	6.6
Cn1cc(CN2CCN(Cc3ccccc3)C(CCO)C2)c(-c2ccccc2)n1 (configuration not stated)
    -0.1	101.6	100.1	97.8	103.4	95.9	100.0	-0.3
O=C(COc1cccc(C(F)(F)F)c1)Nc1ccccc1N1CCCCC1
    0.1	100.1	102.9	96.0	102.3	92.3	107.9	0.0
COC(=O)c1cccc(OC(N)=O)c1
    -0.1	103.7	99.9	106.3	103.0	106.4	105.2	-2.2
C=CCn1c(CSc2ccc(C)cc2)n[nH]c1=S
    0.0	101.5	97.8	102.4	98.1	96.8	98.1	0.1
CCCCC(=O)Nc1c(C)cc(C)cc1Cl
    0.1	96.9	98.3	97.3	90.5	94.4	98.6	1.1
COc1ccc(C)c2sc(NC(=O)c3cccc(N4C(=O)CCC4=O)c3)nc12
    -0.5	105.5	107.8	107.7	110.8	94.4	117.5	16.6
Cc1ccc(-n2c(N)c(C#N)c(-c3ccc(Cl)cc3)c(C#N)c2=O)cc1
    0.1	100.4	100.4	103.6	105.7	119.4	104.2	-2.6
O=C(NCCc1nc(-c2ccccc2Cl)no1)c1ccccc1
    -0.1	92.6	97.8	90.0	71.4	105.7	80.4	3.3
COc1cccc(-c2csc(NC(=O)Oc3ccccc3)n2)c1
    -0.1	99.4	110.9	100.8	101.5	90.7	106.5	18.7
COc1cc(C(=O)OCC(=O)c2c[nH]c3ccccc23)ccc1OCC(=O)N1CCOCC1
    0.2	100.0	101.7	100.9	97.0	79.3	101.7	22.9
CCOc1ccc(-n2c(N)c(C(=O)NCc3cccnc3)sc2=S)cc1
    0.0	97.2	101.1	91.5	103.6	88.4	102.5	1.3
O=C(Nc1ccccc1C(F)(F)F)c1cccnc1
    -0.1	96.6	96.9	95.2	97.4	99.5	97.3	2.2
O=[N+]([O-])c1cc(-c2nc(-c3ccncc3)no2)cc([N+](=O)[O-])c1
    0.2	95.2	107.5	93.2	94.2	91.3	86.3	89.6*
O=C(Oc1ccccc1Cl)c1ccc2c(=O)n3c(nc2c1)CCC3
    0.0	90.6	107.3	96.0	93.9	101.5	94.3	-1.8
CC(C(=O)NC(=O)NC1CCCCC1)N(C)CC(=O)Nc1ccc(F)c(F)c1F (configuration not stated)
    0.2	99.8	98.4	98.0	101.1	100.5	105.8	7.1
Cn1cnc(S(=O)(=O)Nc2ccccc2C(=O)NCC2CC2)c1
    -0.2	97.5	103.1	91.6	95.8	106.2	102.1	-0.8
CCC(C)(C)n1nnnc1C(c1ccc(OC)c(OC)c1)N1CCN(c2ccccc2)CC1 (configuration not stated)
    -0.1	95.9	106.6	104.9	98.7	96.8	101.1	0.7
c1ccc(Cn2c(-c3ccco3)nc3nc4ccccc4nc32)cc1
    0.1	97.1	104.0	111.9	114.0	117.0	98.3	-0.1
CN(C)C(=O)c1cn(-c2ccccc2)nc1-c1cc2ccccc2o1
    -0.1	91.6	106.4	98.6	99.6	110.5	97.7	21.2
COc1ccc(N2CCN(CNC(=O)c3ccccc3)CC2)cc1
    0.0	102.0	97.9	105.5	104.3	96.5	96.0	x
COc1cccc(OCCn2cccc2/C=C2/C(=N)N3OC(C)=CC3=NC2=O)c1
    0.2	97.6	101.7	85.1	88.8	105.0	92.7	24.2
CCn1nnnc1-c1ccc(OC)c(S(=O)(=O)N2CCCCC2)c1
    -0.1	99.1	97.9	100.1	93.3	94.4	96.1	3.5
CCOCCn1c(CN2CCN(c3cccc(Cl)c3)CC2)nc2c1c(=O)n(C)c(=O)n2C
    0.0	94.0	103.3	109.0	97.7	94.5	90.0	0.8
Cc1ccc(CNC(=O)C(C)OC(=O)c2ccco2)cc1 (configuration not stated)
    -0.3	98.9	99.5	100.6	93.7	83.5	102.7	-2.2
O=S(=O)(c1ccccc1)N1CCN(Cc2c(O)ccc3ccccc23)CC1
    -0.2	95.0	89.6	89.5	100.6	110.6	96.2	27.1
Nn1c(SC/C=C/c2ccccc2)nnc1-c1cccnc1
    -0.1	103.8	103.7	98.1	x	93.5	95.2	11.3
CC(C)(C)c1cc(C(=O)NNc2ccc(OC(F)(F)F)cc2)n(Cc2ccccc2)n1
    0.5	99.8	103.2	107.0	101.1	94.0	97.1	-0.3
CC(C)CNC(=O)COc1ccccc1[N+](=O)[O-]
    0.1	95.5	98.3	97.3	94.0	120.1	93.7	7.6

Records listed so far shown as hits in AHR act.
Compound	Efflux pump mplx	RPL19A TOR yeast	LAP4 TOR yeast	MEP2 TOR yeast	CIT2-GFP yeast	AGP1-GFP MLPCN	AHR act
O=[N+]([O-])c1cc(-c2nc(-c3ccncc3)no2)cc([N+](=O)[O-])c1	0.2	95.2	107.5	93.2	94.2	86.3	89.6*

(list continues)
Values run as follows: Efflux pump mplx	RPL19A TOR yeast	LAP4 TOR yeast	MEP2 TOR yeast	CIT2-GFP yeast	CR mimetic SO	AGP1-GFP MLPCN	AHR act
COc1ccc(C(=O)N=C2SC3CS(=O)(=O)CC3N2Cc2ccccc2)cc1OC (configuration not stated)
    -0.3	99.6	100.0	104.3	101.2	87.4	99.7	-0.4
Cc1ccc(C2C(C(=O)c3cc4ccccc4o3)=C(O)C(=O)N2c2cc(C)on2)cc1 (configuration not stated)
    -0.4	99.5	90.5	108.1	65.2	109.8	17.8	1.7
O=C(c1ccc(N2CCC3(CC2)OCCO3)c([N+](=O)[O-])c1)N1CCOCC1
    0.0	102.8	98.2	102.6	99.1	103.2	103.2	-4.1
Cc1ccccc1S(=O)(=O)Cc1ccc(C(=O)NCc2ccco2)o1
    0.1	98.8	94.6	94.6	98.8	107.4	94.8	-0.6
O=C(O)c1cccc(-n2nnnc2SCc2ccccc2Cl)c1
    -0.1	102.6	105.5	106.2	98.5	101.2	111.2	-1.6
COc1cc(NC(=O)CN(C)Cc2ccc(OC(F)F)cc2)c(C)cc1[N+](=O)[O-]
    0.1	106.3	94.1	97.8	107.1	115.6	102.3	3.0
CC(C)S(=O)(=O)C1=NSC2=NC(=O)/C(=C\c3ccc(OC(=O)c4ccco4)cc3)C(=N)N21
    0.1	100.2	90.9	94.5	91.9	84.5	97.7	0.5
CC(C)(C)c1cc[n+](-c2[nH]c(=O)sc2/C=N/N=C(\[O-])c2ccccc2)cc1
    -0.2	95.0	94.8	103.4	104.5	88.8	97.6	1.3
Cc1ccccc1/C=N/NC(=O)Cn1nnc(N)n1
    0.1	102.0	98.2	110.8	99.5	100.9	102.9	2.1
CN(Cc1ccccc1)C(=O)c1ccc(NC(=O)Cc2cccc(NC(=O)C3CCCN(C(=O)C4CCC4)C3)c2)cc1 (configuration not stated)
    0.1	92.9	100.1	96.0	94.2	82.7	94.9	0.7
Fc1ccccc1/C=N/NC(=S)Nc1ccc(Cl)cc1Cl
    -0.3	104.4	100.6	107.0	102.3	111.1	103.3	76.9*
CC(=O)Nc1ccc(OC(=O)N2CCCC2)cc1
    0.0	100.5	103.5	100.3	97.2	103.0	95.4	-0.7
CN1C(=O)Nc2cccc3cccc1c23
    -0.1	106.3	93.5	101.5	103.3	84.5	104.4	4.5
CC(=O)c1ccc(N2CCN(C(=S)Nc3ccccc3F)CC2)cc1
    0.0	102.7	102.2	114.5	109.5	104.2	103.3	-3.5
Cc1cc(-c2csc(N)n2)c(C)n1Cc1ccccc1
    -0.2	103.8	104.3	108.1	105.5	98.2	105.5	2.9
CCc1ccc(C(O)(CNCc2ccccc2)c2ccccc2)cc1 (configuration not stated)
    -0.1	104.8	94.1	103.6	101.7	106.0	103.6	x
COc1cc(NS(=O)(=O)c2ccc(NC(=O)/C=C/C(=O)O)cc2)nc(OC)n1
    0.3	83.2	66.7	78.3	76.0	102.3	108.7	11.5
CN1CCN(C(=O)/C=C/c2cn(-c3ccccc3)nc2-c2ccc3c(c2)OCCO3)CC1
    0.3	88.0	93.8	95.7	86.2	98.5	90.9	-0.8
Cc1csc(NC(=O)C2CCCN(S(=O)(=O)c3cccnc3)C2)n1 (configuration not stated)
    -0.2	97.4	100.2	99.8	108.0	99.2	100.8	3.0
